Bioassay records (PubChem BioAssay)
yeast cln2 rad14 – NCI yeast anticancer drug screen, S. cerevisiae cln2 rad14 strain. growth inhibition, % at 50 µM. AID 165, 2004. hit rate 8.3% among 78,000;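 further: 0% = growth of vehicle-only cultures of the same strain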
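cln2 rad14 yeast strain; compound exposure; growth inhibition read vs vehicle controls.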
rad50 – NCI yeast anticancer drug screen, S. cerevisiae rad50 strain. % growth inhibition at 50 µM. hit rate 10% among 79,000. AID 155, 2004;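 further: 0% = growth of vehicle-only cultures of the same strain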
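Readout: growth inhibition relative to vehicle-treated cultures. Compound exposure was carried out in a genetically defined yeast strain deficient in DNA damage repair.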
bub3 – NCI yeast anticancer drug screen, S. cerevisiae bub3 mutant strain; growth inhibition, % at 50 µM; hit rate 9.9% among 78,000; AID 167, 2004;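 further: 0% = growth of vehicle-only cultures of the same strain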
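Compounds were applied to a genetically altered yeast strain carrying a cell-cycle control defect. Growth inhibition was scored against vehicle-treated controls.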
yeast sgs1 mgt1 – NCI yeast anticancer drug screen, S. cerevisiae sgs1 mgt1 strain; % growth inhibition at 50 µM; hit rate 10% among 78,000; AID 161, 2004;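 further: 0% = growth of vehicle-only cultures of the same strain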
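Percent growth inhibition was derived by comparing compound-exposed mutant yeast with vehicle-exposed cultures. The strain carries alterations in DNA damage repair.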
yeast mec2-1 – NCI yeast anticancer drug screen, S. cerevisiae mec2-1 strain | % growth inhibition at 50 µM | hit rate 9% among 79,000 | AID 157, 2004;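 further: 0% = growth of vehicle-only cultures of the same strain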
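Compounds were applied to mec2-1 yeast cells. Their growth was then compared with that of vehicle-treated cultures to give growth inhibition.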
yeast mlh1 rad18 – NCI yeast anticancer drug screen, S. cerevisiae mlh1 rad18 strain. % growth inhibition at 50 µM. hit rate 11% among 79,000;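 further: 0% = growth of vehicle-only cultures of the same strain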
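Steps: expose repair-defective yeast to compound; measure growth; express inhibition against vehicle-treated controls.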
* marks the source's active call; other numbers are inactive results; . = not tested or not shown; & = joins results of further samples. No stated cut-off is given here; in the data, active means growth inhibition above about 70%; inactive means the rest.

The line under a structure holds: yeast cln2 rad14	yeast mec2-1	yeast sgs1 mgt1	yeast mlh1 rad18	bub3	rad50
CCCCCC(/C=N/NC(N)=S)C(O)(C(F)(F)F)C(F)(F)F (configuration not stated)
 : 61	62	73*	68	35	78*
O=C1c2ccccc2C(=Cc2cccnc2)c2ccccc21
 : 20	32	30	41	55	35
N#CC(CN1CCCCC1)c1ccccc1 (configuration not stated)
 : -41	2	5	1	-9	5
O=C1c2ccccc2-c2nnc3c(c21)Cc1ccccc1C3
 : 40	43	17	71*	67	51
O=C(Nc1cccc(Cl)c1)OCCOC(=O)Nc1cccc(Cl)c1
 : 98*	99*	99*	99*	99*	100*
CCCC[C@]12CCCC[C@H]1CC/C(=N\NC(N)=O)C2
 : -4	-3	6	-1	17	10
COc1cccc2c(NCCCCCO[N+](=O)[O-])cc[n+](C)c12
 : 9	-24	10	29	17	26
OC1CCC2CN3CCc4c([nH]c5ccccc45)C3CC2C1 (configuration not stated)
 : .	-10	.	28	.	24
CCNC1(C(N)=O)CCN(Cc2ccccc2)CC1
 : 5	-56	-31	-23	-30	-15
Cn1c([N+](=O)[O-])cnc1CSc1nc(-c2ccccc2)no1
 : -1	2	34	33	5	18
Nc1nc2nc3c(nc2c(=O)[nH]1)CN(C1CCCCC1)C3=O
 : -2	8	-4	12	4	7
CC(C)C(OC(=O)c1ccc(NCC2=CC(=O)C=CC2=O)cc1)C(C)C
 : 74*	11	73*	-10	70*	17
C[C@@]12CCC3C1C=C1C(=O)c4cc(O)ccc4C(=O)[C@]1(O2)[C@@]3(C)C=O
 : 51	2	79*	90*	76*	-11
O=C1Nc2ccc(Br)cc2C1=Nc1ccc(Cl)cc1
 : 34	54	53	58	83*	57
C/C(=N\NC(=S)N/N=C(\C)c1ccccn1)c1ccccn1
 : 88*	92*	85*	83*	88*	88*
CCCCCCC(=O)NC(O)C(Cl)(Cl)C(C)Cl (configuration not stated)
 : -57	-7	-6	4	-20	1
O=[N+]([O-])c1ccc(S(=O)c2ccc(Cl)cc2)c2c1no[n+]2[O-] (configuration not stated)
 : 32	99*	99*	99*	76*	98*
O=C1c2cc(O)c(O)cc2O[C@H](c2ccc(O)c(O)c2)[C@H]1O
 : 16	-35	12	-47	-9	2
Cc1ccc(C(C)(C)c2ccc(C(=O)O)cc2)cc1
 : -13	10	42	9	-2	25
COc1cccc(CN(CCc2cccc(OC)c2OC)C(=O)CN2CCOCC2)c1O
 : 9	9	0	-23	5	-4
COc1ccc(C2NC3=C(CCCC3)N2)cc1
 : 8	4	-14	33	-4	26
CS(=O)(=O)N(CC(=O)O)Cc1ccccc1
 : -6	1	-7	-13	-42	-27
CC1CC2C3(C1)CC(C(=O)OC3=O)C2(C)C (configuration not stated)
 : -37	-11	-7	23	-2	-3
NC(=O)/C(=N\NC(=O)c1cc2ccccc2cc1O)C1C(=O)N(c2ccccc2)N=C1N (configuration not stated)
 : 12	43	21	67	50	72*
O=S(=O)(O)c1cc2nonc2c2ccccc12
 : 9	-1	13	-3	1	3
O=C1c2ccccc2C2(O)N(c3ccccc3)C(=S)N(c3ccccc3)C12O (configuration not stated)
 : 14	-13	0	-13	-4	-12
CN=C1SC(C)(C)NN1C
 : -32	2	4	13	-6	9
O=C1c2ccccc2C(c2ccccc2)(c2ccccc2)N1c1ccccc1
 : 91*	96*	96*	96*	96*	97*
CC(=O)c1cc(Cl)ccc1Cl
 : 33	-6	-1	26	-3	24
COc1cnn(-c2ccccc2)c(=O)c1Cl
 : -4	-7	-2	-14	1	-1

Some of these compounds in order of heavy-atom count, rising:
The line under a structure holds: yeast cln2 rad14	yeast mec2-1	yeast sgs1 mgt1	yeast mlh1 rad18	bub3	rad50
CS(=O)(=O)N(CC(=O)O)Cc1ccccc1
 : -6	1	-7	-13	-42	-27
O=S(=O)(O)c1cc2nonc2c2ccccc12
 : 9	-1	13	-3	1	3
O=[N+]([O-])c1ccc(S(=O)c2ccc(Cl)cc2)c2c1no[n+]2[O-] (configuration not stated)
 : 32	99*	99*	99*	76*	98*

At a glance, 2 of the compounds above.
The line under a structure holds: yeast cln2 rad14	yeast mec2-1	yeast sgs1 mgt1	yeast mlh1 rad18	bub3	rad50
CCCC[C@]12CCCC[C@H]1CC/C(=N\NC(N)=O)C2
 : -4	-3	6	-1	17	10
COc1cccc2c(NCCCCCO[N+](=O)[O-])cc[n+](C)c12
 : 9	-24	10	29	17	26

Other structures
The line under a structure holds: yeast cln2 rad14	yeast mec2-1	yeast sgs1 mgt1	yeast mlh1 rad18	bub3	rad50
COc1ccc(-c2cc3c(nn2)-c2ccccc2C3=O)cc1
 : -10	-17	-13	5	-19	1
CC1=CC2=C(C(N)=O)C(=O)c3c(C)ccc(c32)S1
 : 9	13	7	29	0	42
CC1=C(C(=O)OCCc2ccc([N+](=O)[O-])cc2)C(c2ccccc2C(F)(F)F)C(C(=O)OC(C)C)=C(C)N1 (configuration not stated)
 : 14	-12	1	-51	11	-10
Cc1ccc(C2(CO)OCC(O)C(O)C2O)cc1 (configuration not stated)
 : 7	-2	3	8	7	17
Cc1csc2c1C(=O)c1ccsc1C2=O
 : 91*	92*	92*	91*	92*	89*
CC(C)C(NCc1c(O)ccc2c(-c3ccccc3)cc(=O)oc12)C(=O)O (configuration not stated)
 : -12	-22	-19	-10	-36	-34
O=C(Cn1ccccc1=O)c1ccc(F)cc1
 : -19	0	0	-8	2	10
COc1ccc(CCNC(=O)/C=C\C(=O)O)cc1OC
 : .	-3	.	1	.	-2
c1ccc(C2=C(c3ccccc3)/N=N/C(c3ccccc3)=C(c3ccccc3)\N=N\2)cc1
 : -3	-19	1	2	13	6
Nc1nc(N)nc(N2CCCCC2)n1
 : -41	-6	-16	-20	-4	-23
CCCc1nc2ccccc2c(=O)n1/N=C/c1ccc(Cl)cc1
 : 6	7	0	8	1	0
O=CC1=CCCC2(C1)OCCO2
 : 11	-23	-10	16	-24	-30
c1ccc(C2=NN(c3ccccc3)CN(c3ccccc3)N2)cc1
 : .	-25	.	0	.	-16
CCC#CCN(CCC)CCC
 : -41	7	-11	-19	-18	-9
Cc1cc(C)c(C(c2ccccc2)c2ccccc2)c(C)c1
 : 10	13	16	8	11	8
CC(=O)Nc1ccc(C2C(C(=O)Nc3ccccc3)=C(C)NC(C)=C2C(=O)Nc2ccccc2)cc1
 : 11	-3	13	-2	33	17
CC1=NN(c2cc(S(=O)(=O)O)ccc2Cl)C(=O)C1N=Nc1ccccc1 (configuration not stated)
 : 12	-26	-30	-25	-21	-23
O=C(CCCN1CCc2[nH]c3cc(F)ccc3c2C1)c1ccc(F)cc1
 : 84*	68	90*	86*	92*	85*
CC(C)N(CC(=O)c1ccc2cc(Cl)c3ccccc3c2c1)C(C)C
 : 98*	99*	99*	99*	98*	99*
O=C(NCCN1CCOCC1)c1cc2ccccc2oc1=O
 : -50	6	2	9	-45	6
O=C1c2ccccc2C(=O)c2cc(O)ccc21
 : 64	56	69	85*	80*	85*
O=C1C2=Cc3ccccc3OC2(O)Oc2cc(O)cc(O)c21 (configuration not stated)
 : 18	19	-12	-10	-26	18
C=C(C)CN(CC#N)CC(=C)C
 : 33	-2	-33	-17	-22	-19
COP(=O)(OC)OCC1OC(n2cnc3c(N)ncnc32)C(O)C1O (configuration not stated)
 : 90*	96*	95*	97*	96*	96*
CC(C)(C)c1ccc(C(=O)C2CC2)cc1
 : .	-2	.	7	.	-5
CC1(n2[nH]c(=O)n(-c3ccccc3)c2=O)Cn2c(=O)n(-c3ccccc3)c(=O)n2-c2ccccc21 (configuration not stated)
 : 19	0	-1	9	-5	-49
O=C(CC(=O)c1ccccc1NC1=Cc2ccccc2C(=O)C1=O)C(=O)NC1=C(Cl)C(=O)c2ccccc2C1=O
 : 83*	86*	86*	86*	85*	88*
N#CCNc1ccccc1
 : -8	-5	13	19	-11	20
N#C/C(N)=C(\C#N)NC=NCCO
 : 18	8	13	-38	11	5
CCOCc1cccc2ccccc12
 : 9	-34	-15	-24	-7	-14
COC(=O)N/N=C(\c1ccc(O)cc1)C(C)C1(O)C(=O)Nc2ccccc21 (configuration not stated)
 : -30	7	17	14	-1	-20
COc1ccc2c(c1)CCC1=C2CCC2=CC(=O)CC[C@@]21C
 : 2	17	4	-12	38	5
COc1ccc(NC(=O)/C(CC2=Nc3ccc([N+](=O)[O-])cc3NC2O)=N\NC(=O)C[N+](C)(C)C)c(OC)c1 (configuration not stated)
 : 2	25	24	49	38	33
Cc1ccc(C(=O)OCC2OC(Cl)CC2OC(=O)c2ccc(C)cc2)cc1 (configuration not stated)
 : -36	-14	27	-8	3	23
N#Cc1c(C(=O)NOCCCc2ccccc2)cc(-c2ccc(F)cc2)[nH]c1=O
 : 25	22	28	23	13	29
O=C(O)C(Cc1ccccc1)Cc1ccccc1
 : 29&-40	3&5	10&-14	35&4	44&-23	21&-12
O=C1CN(Cc2ccc(Cl)cc2)CC(=O)N2CCCN12
 : 18	8	20	16	11	21
OCC1(c2ccccc2)OC1c1ccccc1 (configuration not stated)
 : 70	63	38	68	75*	72*
CC(CC(C#CCN(C)C)N(C)C)CC(C)(C)C (configuration not stated)
 : -8	16	13	39	41	-5
O=C(CC(c1ccccc1)N1CCCCC1)OC(c1ccccc1)c1ccc(Br)cc1 (configuration not stated)
 : 8	4	12	3	6	13
CCc1ccc2c(c1)C(=O)c1ccccc1C2=O
 : -10	22	11	27	26	4
CCc1n[nH]c(=O)n1/N=C/c1ccc(C)cc1
 : 0	-3	-5	-2	4	0
Cc1c(-c2ccccc2)ccnc1/C=N/NS(=O)(=O)c1ccccc1
 : 35	23	82*	52	39	42
NC(=O)Cn1c(=O)[nH]c(=O)c2[nH]cnc21
 : 5	-2	-10	7	0	-17
CN(C)c1nc2c(cnn2C)c(=O)[nH]1
 : -20	-2	-4	2	18	5
CC1(C)OC(CCl)C2OC(C)(C)OC(CCl)C2O1 (configuration not stated)
 : 4	9	-7	3	-5	11
O=S(=O)(c1ccc(N=Cc2cccs2)cc1)c1ccc(N=Cc2cccs2)cc1
 : 11	-22	-10	-14	5	-13
CCOC(=O)NC(Nc1ccc(F)cc1F)(C(F)(F)F)C(F)(F)F
 : 10	-23	-16	1	-15	13
CC(=O)NC(CCCCNC(=O)OC(C)(C)C)C(=O)O (configuration not stated)
 : 7	-42	-23	-39	-3	-32
CNc1c(F)c(C#N)c(F)c(F)c1C#N
 : -9	-7	-17	2	1	9
c1ccc(CCNCc2ccc(CNCCc3ccccc3)cc2)cc1
 : 5	-24	-12	3	0	-6
CC1(O)COC1(c1ccccc1)c1ccccc1 (configuration not stated)
 : -17	-18	-17	-3	-7	-29
CCN(CC)CCCNc1cc(C)nc2c1ccc1c2ccc2c(NCCCN(CC)CC)cc(C)nc21
 : 74*	98*	66	94*	97*	62
O=C(COc1ccccc1[N+](=O)[O-])Nc1cccnc1
 : -9	-11	-12	8	-3	-19
CC(=O)C1C(c2ccc(N(C)C)cc2)c2cc3c(cc2OC1(C)O)OCO3 (configuration not stated)
 : 20	11	5	-11	14	-4
O=C1CCCc2c(O)ccc(O)c21
 : 11	3	-3	28	8	5
Cc1cc(S(=O)(=O)O)ccc1N
 : -36	6	3	2	14	3
CCCNC(=O)Cn1c(-c2ccccc2)cc2ccccc21
 : 18	6	17	-53	28	13
C=C(Cl)C(=NC(C)(C)C)Nc1ccccc1Cl
 : 51	60	63	86*	53	66
OCC1OC(n2ncc3c(Nc4ccccc4)ncnc32)C(O)C1O (configuration not stated)
 : -6	18	7	18	7	17

Looked up above.
rad50 with `CC(=O)C1C(c2ccc(N(C)C)cc2)c2cc3c(cc2OC1(C)O)OCO3` (configuration not stated) : -4
rad50 with `O=S(=O)(c1ccc(N=Cc2cccs2)cc1)c1ccc(N=Cc2cccs2)cc1` : -13

The results go on.
The line under a structure holds: yeast cln2 rad14	yeast mec2-1	yeast sgs1 mgt1	yeast mlh1 rad18	bub3	rad50
CC(O)C(C(=O)O)N(CC1(O)OCC(O)C(O)C1O)N=O (configuration not stated)
 : 1	-14	11	-7	-3	-4
CCOC(=O)c1c(C)c2c(n1C)CC/C(=C\N1CCCCC1)C2=O
 : -19	21	19	26	36	21
CCC1CCC2C3CC=C4CC(OC(C)=O)C(N)CC4(C)C3CCC12C (configuration not stated)
 : 91*	92*	89*	92*	86*	93*
COc1ccc(NC(=O)Nc2ccc(C#N)cc2)cc1
 : 5	-17	6	-4	13	5
CCCCCOc1cc2c(cc1C(C)c1ccc(OC)cc1)OCO2 (configuration not stated)
 : 1	-2	5	1	2	1
CCCC(O)CNCc1ccc(N(C)C)cc1 (configuration not stated)
 : 64	-4	76*	42	47	30
COc1ccc(C2C3=C(CC(C)(C)CC3=O)Oc3cc4c(cc32)OCO4)cc1 (configuration not stated)
 : 0	0	-25	-5	0	-3
CC(=O)c1c(C)cc(C)nc1C
 : 10	-12	17	9	31	15
C=C(C)COC(OCC(=C)C)C(C)C
 : 9	3	3	12	22	26
SCCCCN1CCCCC1
 : -12	-14	5	-10	-4	-17
